DNMT1 block = DNMT1 (human) enzyme inhibition; DNMT1 molecular beacon, Hinp1I cleavage, fluorescence; inhibition (reported as % activation of signal), % at 10 µM; hit rate 0.83% among 360,000; P26358; AID 588458; in the data active = inhibition above about 50%
STEP block = inhibitors of human striatal-enriched phosphatase STEP | P54829 | recombinant STEP, OMFP fluorogenic substrate, fluorescence | inhibition, % at 20 µM | hit rate 0.25% among 360,000;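 active = inhibition at 20 µM, scaled per plate between control wells, above about 37%, limit read from the data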;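 also: 0% = DMSO with enzyme and substrate and 100% = substrate only without enzyme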
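System: STEP phosphatase, cell-free reaction; Buffer or medium: Bis-Tris pH 6.0 buffer with DTT, detergent; Incubation: 20 min at room temperature, dark; Measured by: fluorescence, 480/540 nm.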
CendR NRP1 mod = alters CendR peptide binding to human NRP-1; O14786; FAM-RPARPAR peptide binding to NRP-1, fluorescence polarization; inhibition, % at 25 µM; hit rate 0.85% among 360,000;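 active = inhibition or corrected inhibition above about 18%, plus a signal ratio from 0.5 to 1.5, limit read from the data, passing the limit was not always enough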; also: strong numbers were not always called active
Tb MetRS inh = Trypanosoma brucei MetRS inhibition. purified T. brucei MetRS, ATP depletion, Kinase-Glo luminescence. inhibition, % at 11.9 µM. hit rate 0.4% among 360,000. AID 624268;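 active = inhibition above a per-plate cutoff of the control wells' mean inhibition plus 3 SD, cut at about 5.5% in these data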;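 also: 0% = DMSO wells median and 100% = median of wells with control inhibitor compound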
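Test system – parasite MetRS enzyme · Reagent – substrates ATP, L-methionine and bulk Escherichia coli tRNA · Doses – 11.9 µM compound single dose, 0.9% DMSO · Times – 15 min enzyme-compound preincubation, 2 h reaction, 10 min detection, 25 °C · Signal – Kinase-Glo luminescence, ATP depletion format · Controls – DMSO-only wells as low control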
SUMO1 PPI mod = alters human SUMO1 binding to SIM partners; P63165; SUMO1 binding to a labelled peptide, TR-FRET, 1 h; inhibition, % at 20 µM; hit rate 0.33% among 360,000; AID 602429; in the data active = inhibition above about 37%
Target sequence (P63165 whole entry, looked up): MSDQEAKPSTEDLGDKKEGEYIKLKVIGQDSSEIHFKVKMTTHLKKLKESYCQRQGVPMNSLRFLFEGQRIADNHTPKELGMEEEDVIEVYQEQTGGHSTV
Neddyl block = blocks human cullin neddylation; AID 651699; hit rate 0.58% among 360,000; P61081+Q13564; TR-FRET cullin neddylation, biochemical; calls only at 25 µM; in the data active = inhibition above about 36%
Target sequence (P61081 whole entry, looked up): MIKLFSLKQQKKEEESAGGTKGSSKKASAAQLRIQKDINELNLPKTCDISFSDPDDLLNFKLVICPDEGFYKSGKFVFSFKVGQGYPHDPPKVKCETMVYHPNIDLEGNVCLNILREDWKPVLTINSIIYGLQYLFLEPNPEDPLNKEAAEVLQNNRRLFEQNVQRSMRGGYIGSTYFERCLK
Target sequence (Q13564 whole entry, looked up): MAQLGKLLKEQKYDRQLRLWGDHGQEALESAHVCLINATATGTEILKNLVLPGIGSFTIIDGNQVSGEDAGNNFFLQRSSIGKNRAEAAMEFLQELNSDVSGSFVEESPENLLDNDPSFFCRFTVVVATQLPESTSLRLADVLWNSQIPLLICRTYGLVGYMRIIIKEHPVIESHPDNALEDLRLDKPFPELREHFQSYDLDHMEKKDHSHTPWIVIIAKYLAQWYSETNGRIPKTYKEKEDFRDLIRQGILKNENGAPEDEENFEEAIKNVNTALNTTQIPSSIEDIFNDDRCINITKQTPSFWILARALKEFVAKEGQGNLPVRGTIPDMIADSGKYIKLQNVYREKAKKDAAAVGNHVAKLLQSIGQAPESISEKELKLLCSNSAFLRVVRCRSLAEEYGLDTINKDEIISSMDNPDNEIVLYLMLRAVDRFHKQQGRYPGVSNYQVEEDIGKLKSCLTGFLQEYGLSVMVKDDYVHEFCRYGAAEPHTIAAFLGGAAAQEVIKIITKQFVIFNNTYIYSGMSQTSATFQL
SKN-1 inh = blocks SKN-1 activity in C. elegans. C. elegans VP596 Pgst-4::GFP/RFP ratio, acrylamide-induced, 24 h. inhibition, % at 21.8 µM. hit rate 0.49% among 360,000;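 active = interference check ratio from 0.5 to 1.5 plus GFP to RFP signal ratio inhibition reaching or exceeding a fixed threshold, cut at about 30% in these data, passing the limit was not always enough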; also: some compounds called inactive have numbers as strong as hits
Scp-1 inhibitor = inhibitors of human Scp-1 phosphatase; Q9GZU7; Recombinant Scp1, phosphopeptide, malachite green phosphate absorbance; inhibition, % at 20 µM; hit rate 0.88% among 340,000; AID 493091;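 active = inhibition above about 50% at 20 µM, limit read from the data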;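 also: plate controls were DMSO wells with enzyme for no effect and wells lacking enzyme for full effect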
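Material: truncated SCP-1 phosphatase (76-261aa) / Buffer or medium: 50 mM Tris acetate pH 5.5, 0.005% Tween-20, 10 mM MgCl2 / Compound dosing: one concentration, 20 µM, with 1.0% DMSO / Incubation: 45 min room-temperature reaction, 5 min colour, 30 min stabiliser / Detection: colorimetric free-phosphate detection, absorbance 630 nm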
NadD inh = inhibitors of Staphylococcus aureus NadD; hit rate 0.78% among 360,000; inhibition, % at 20 µM; purified NadD enzyme, colorimetric absorbance read-out; AID 602399; in the data active = inhibition above about 26%; also: some compounds past the cut are filed as inactive
LMPTP inh = blocks human LMPTP phosphatase; hit rate 0.22% among 360,000; recombinant LMPTP-A, OMFP fluorogenic substrate, fluorescence intensity; P24666; inhibition, % at 20 µM; AID 651560;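 active = compounds that cut the enzyme signal by at least half of the control window in the single-dose screen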;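 also: plate controls were DMSO wells with enzyme plus substrate for no effect and substrate without enzyme for full effect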
Target sequence (P24666 whole entry, looked up): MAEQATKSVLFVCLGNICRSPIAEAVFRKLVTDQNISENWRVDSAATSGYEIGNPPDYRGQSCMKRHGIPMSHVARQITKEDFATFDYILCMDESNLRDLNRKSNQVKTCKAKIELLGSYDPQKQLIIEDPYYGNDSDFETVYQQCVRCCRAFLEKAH
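test system = LMPTP-A | amount = 0.625 nM LMPTP-A final | reagent = fluorogenic phosphatase substrate OMFP at 400 µM final | incubation = 50 min at room temperature | benchmarks = no-enzyme low control, uninhibited high control | medium = Bis-Tris pH 6.0, DTT, detergent | signal = fluorescence intensity of OMFP turnover product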
The depositor's hits bear a star; i = inactive; . = not tested or not shown; + = active, no number.

SMILES | DNMT1 block | STEP block | CendR NRP1 mod | Tb MetRS inh | SUMO1 PPI mod | Neddyl block | SKN-1 inh | Scp-1 inhibitor | NadD inh | LMPTP inh
CSCCNCc1cn(-c2ccc(F)cc2F)nc1-c1ccccc1C | -2 | 2 | -12 | -0.6 | 1 | i | -14 | -3 | -8 | -1.8
CC(c1cccnc1)N(CCN(C)C)C(=O)Nc1ccc(Cl)cc1 (centres undefined) | 8 | -3 | -8 | -0.5 | 1 | i | 0 | 7 | 3 | -3.5
O=C(CCN1N=C(c2ccccc2)CCC1=O)NCCCN1CCOCC1 | 1 | -2 | 7 | -0.1 | 2 | i | -4 | -5 | -5 | -2.1
Nc1ncnc(N)c1NC(=O)c1cc(Cl)c(OCc2ccccc2)c(Cl)c1 | 23 | 2 | -6 | -0.1 | 5 | i | 4 | . | 0 | 1.7
COc1ccccc1C(=O)NCCN1CCN(c2ccccc2)CC1 | 3 | -3 | 1 | -0.1 | 5 | i | 7 | 4 | -9 | -3.9
Nc1ncc(Br)cc1S(=O)(=O)NCCC(=O)Nc1cccc(Cl)c1 | -1 | -3 | -5 | 11* | -1 | i | -3 | -5 | 0 | -0.2
COc1ccc(-n2nnnc2SCC(=O)Nc2nc3c(s2)CCCC3)cc1 | -2 | 3 | 2 | -0.1 | -1 | i | 2 | -2 | 2 | 1.0
CCC(C)C(NC(=O)c1ccccc1NC(=O)c1ccco1)C(=O)NNC(=O)c1ccc(OC)cc1 (centres undefined) | 4 | 0 | -11 | -1.2 | 4 | i | -5 | 1 | 2 | 0.1
O=C(Nc1ccccc1)C1=C[C@H](c2csc3ccccc23)C[C@H](OCCCCO)O1 | -19 | -1 | -7 | -0.4 | -2 | i | -3 | -7 | -12 | 1.6
O=C(Nc1ccccc1C(=O)O)c1ccc(NC(=O)c2ccc(Br)o2)cc1 | 15 | -3 | -7 | 0.1 | 32 | i | 4 | 2 | -6 | 0.8
O=C(NC1CCCCC1)c1cc2nc(-c3ccco3)cc(C(F)(F)F)n2n1 | -1 | -1 | -16 | -0.2 | 0 | . | 7 | -4 | -3 | 2.2
NC(=O)c1cccnc1Sc1ccc(Cl)cc1 | 3 | 0 | 1 | -0.2 | -1 | i | -2 | -10 | -1 | 0.0
O=C(Cn1cnc2ccccc21)N/N=C/c1ccccn1 | 4 | 0 | 8 | -0.7 | -6 | i | 8 | -1 | 1 | -0.8
O=C(NCc1ccc(F)cc1)C(c1ccco1)N(C(=O)c1csnn1)C1CC1 (centres undefined) | -1 | -3 | 9 | -0.3 | 1 | i | 5 | -6 | 0 | -2.2
Cc1nc2ccccc2n1Cc1ccc(Br)cc1 | 0 | 0 | 12 | 0.5 | 2 | i | -4 | 7 | -3 | 3.4
CC1C(c2ccccc2)OCCN1C=NC#N (centres undefined) | 1 | -1 | -4 | -0.3 | 2 | i | 8 | . | -2 | -0.9
COc1ccc2[nH]c(=O)c(CN(C(C)=O)c3cc(C)ccc3C)cc2c1 | -1 | 2 | 8 | 0.6 | 2 | i | 6 | . | 8 | -0.5
Cc1ccc(S(=O)(=O)N2CCOCC2)cc1NC(=O)CSc1nnnn1C1CCCC1 | -1 | 2 | -12 | -0.3 | -2 | i | 8 | -8 | -2 | 0.1
O=C([C@@H]1CCCN1C1=NS(=O)(=O)c2ccccc21)N1CCN(c2ccccc2)CC1 | 0 | 0 | 2 | -0.2 | -2 | i | 12 | . | -4 | -1.8
CCCCCNc1nc(N2CCCC2)c2c(c1C#N)CCN(C)C2 | -3 | 1 | -1 | 0.1 | 0 | + | 18 | -8 | 7 | 3.4
Cc1noc(NS(=O)(=O)c2ccc(NC(=O)CC34CC5CC(CC(Br)(C5)C3)C4)cc2)c1C | -1 | 2 | 6 | -0.8 | 3 | i | -13 | 1 | 9 | 0.1
Cc1cc(=O)[nH]c2c1c(=O)[nH]n2C1CC(C)N(C)CC1C (centres undefined) | -6 | 3 | 10 | -0.1 | -2 | i | -30 | 3 | -5 | 0.1
Cc1noc(C)c1C(=O)OCC(=O)Nc1ccc(C(N)=O)cc1 | -1 | 0 | -10 | -0.2 | -1 | i | -4 | 0 | -5 | 0.3
Cc1ccc(S(=O)(=O)NCC(=O)N(CC(=O)NCC2CCCO2)Cc2ccc(Cl)cc2)cc1 (centres undefined) | 2 | 1 | 1 | -0.4 | 7 | i | 2 | -4 | 0 | -0.7
Cc1ccc(S(=O)(=O)NCCC(=O)Nc2ccc3c(c2)OCO3)cc1 | 0 | -3 | -8 | -1.0 | 0 | i | -8 | 6 | -6 | 0.1
CC(C)Oc1ccc(C2CC(=O)NC3=C2C(=O)CCC3)cc1 (centres undefined) | 1 | -3 | -4 | -1.5 | -2 | i | 0 | 1 | -1 | -1.5
Cc1ccc(CNC(=O)CCSCc2ccccc2C)cc1 | 1 | 2 | 7 | -0.3 | 0 | i | 2 | -7 | -8 | 0.3
CCN(CC)C(=S)Nc1ccc2nc3n(c(=O)c2c1)CCCCC3 | 1 | 12 | -6 | 0.0 | 5 | i | 0 | -9 | 2 | 0.8
CCN1C(=S)N[C@@H](c2cccs2)C(C(=O)OC)=C1C | 10 | 2 | -2 | -0.2 | 3 | i | 5 | -6 | -5 | -1.1
CS(=O)(=O)c1[nH]nc(-c2ccccc2Cl)c1C#N | 0 | -3 | -1 | -0.9 | 4 | i | 7 | -6 | 0 | -1.9
CCCCOc1nc2ccccc2nc1C(C#N)C(=O)NC1CCCCC1 (centres undefined) | -3 | 4 | 9 | -1.0 | -5 | i | 24 | -2 | 5 | 1.2
CCOC(=O)c1c(NC(C)=O)sc2c1C1CCN2CC1 | 3 | 4 | -2 | -2.4 | 0 | i | -30 | -5 | -5 | -1.9
Cc1noc(C)c1-c1ccc(C(=O)NCCc2ccccc2)c2occc12 | -1 | 0 | -2 | 0.2 | 11 | i | 1 | . | -4 | 0.2
COCCCn1c(=N)c(C(=O)NCC2CCCO2)cc2c(=O)n3ccccc3nc21 (centres undefined) | -1 | -3 | -3 | -0.7 | -17 | . | -28 | 0 | 0 | 0.2
CCOc1ccccc1NC(=O)CN1C(=O)C(C)SC(C)C1=O (centres undefined) | -7 | 1 | -9 | -1.0 | 2 | i | -3 | -2 | -6 | -0.6
CC(=NCCCn1ccnc1)c1c(O)n(Cc2ccccc2)c(=O)[nH]c1=O | 3 | -2 | 1 | 0.1 | -1 | i | 2 | -5 | 2 | -5.5
CCCCn1c(SCC(=O)NC2CC2)nc2cc(C(=O)OC)ccc2c1=O | -1 | -3 | 11 | -0.1 | 7 | i | 19 | . | 0 | -2.0
Cc1cc(C)nc(/N=C(\N)Nc2ccc(CC(=O)OC(C)C)cc2)n1 | -3 | 2 | 10 | -0.9 | -1 | i | 0 | -3 | -13 | -1.9
Cc1ccc(S(=O)(=O)N2CCOCC2)cc1NC(=O)c1cccc(S(=O)(=O)N2CCCC2)c1 | -3 | 0 | -4 | -0.2 | 4 | i | 3 | -3 | 2 | -2.1
O=C(CNC(=S)N(Cc1ccccc1)Cc1ccccc1F)NCc1ccc(Cl)cc1 | -5 | -1 | 8 | -0.2 | -1 | i | 10 | -9 | -12 | 3.3

Reprinted from the part before: two entries; new compounds follow.
SMILES | DNMT1 block | STEP block | CendR NRP1 mod | Tb MetRS inh | SUMO1 PPI mod | Neddyl block | SKN-1 inh | Scp-1 inhibitor | NadD inh | LMPTP inh
Cc1ccc(S(=O)(=O)N2CCOCC2)cc1NC(=O)c1cccc(S(=O)(=O)N2CCCC2)c1 | -3 | 0 | -4 | -0.2 | 4 | i | 3 | -3 | 2 | -2.1
O=C(CNC(=S)N(Cc1ccccc1)Cc1ccccc1F)NCc1ccc(Cl)cc1 | -5 | -1 | 8 | -0.2 | -1 | i | 10 | -9 | -12 | 3.3
COc1ccc(NC(=S)N2CCN(Cc3ccccc3)CC2)cc1 | -3 | 6 | 4 | 0.1 | 0 | i | -16 | -7 | -2 | -0.1
CCOc1c(C)cnc2c1c(=O)n(Cc1c(F)cccc1Cl)c(=O)n2C | -2 | 2 | 9 | -0.4 | 1 | i | -11 | 4 | -4 | -0.7
Cc1ccc(CC(C)(O)CC(C)(O)Cc2ccc(C)cc2)cc1 (centres undefined) | 8 | -4 | -3 | 0.6 | 5 | i | 12 | . | -10 | -0.9
COc1ccc(/C=N/NC(=O)c2sccc2C)c2ccccc12 | 4 | 3 | -5 | -0.2 | 2 | + | 4 | -14 | 1 | -1.8
CCOCCCNC(=O)N[C@@H](Cc1ccccc1)C(=O)OC | 4 | -6 | 1 | -1.2 | -4 | i | -2 | 6 | -1 | -3.3
CCCOc1ccc(C(C)=O)cc1CN1CCOCC1 | 5 | -1 | -4 | -0.5 | 0 | i | -3 | -5 | 1 | -0.8
CC(=O)SC1CC2=CC(=O)CCC2(C)C2CCC3(C)C(CCC34CCC(=O)O4)C12 (centres undefined) | -5 | 2 | -4 | 0.5 | -2 | i | 4 | -4 | -2 | -0.9
C=CCN(CC=C)S(=O)(=O)c1ccc(NC(=O)COc2ccccc2OC)cc1 | -5 | -3 | 17 | -0.4 | 2 | i | -7 | -12 | -7 | 3.3
CCOC(=O)C1(S(=O)(=O)c2ccccc2)CCN(Cc2ccccc2)CC1 | 4 | 3 | -8 | -1.0 | 1 | i | -26 | -5 | -4 | -1.1
CCOC(=O)C1(Cc2ccccc2C)CCCN(S(=O)(=O)c2cccnc2)C1 (centres undefined) | 1 | -1 | 7 | 0.0 | 1 | i | 4 | 0 | -3 | -1.3
S=C(NCc1ccccc1)N1CCN(c2cccc(Cl)c2)CC1 | -4 | 4 | -3 | 0.6 | 3 | i | -6 | -6 | -8 | 2.4
O=[N+]([O-])c1ccc(S(=O)(=O)NCCc2cn3ccccc3n2)cc1 | 4 | -3 | -1 | -0.1 | -29 | i | -13 | -1 | 1 | 1.4
O=C(COC(=O)c1n[nH]c2ccccc12)Nc1ccc([N+](=O)[O-])cc1 | 9 | 3 | -7 | 0.2 | -7 | i | -3 | -7 | 3 | 1.6
CC(=O)Nc1ccc(C(=O)NNC(=O)c2ccc(Cl)cc2Cl)cc1 | 2 | 1 | -2 | -0.8 | 5 | i | -6 | -5 | -2 | -2.1
COc1ccc(C(=O)NCC(=O)OCC(=O)NCc2ccco2)cc1 | 21 | 0 | 8 | 0.2 | 4 | i | 1 | 19 | -1 | -1.1
Oc1ccc(C2C(c3ccccc3)=NN=C(c3ccccc3F)N2O)c(O)c1 (centres undefined) | -4 | -2 | 4 | 0.0 | -12 | i | 2 | -9 | -1 | 0.6
Cc1n[nH]c(C)c1CCC(=O)N/N=C/c1cccc([N+](=O)[O-])c1 | 2 | -2 | -2 | -1.3 | -12 | i | -14 | -1 | -6 | 0.7
